# MT stabilize HCS – stabilizes microtubules in HeLa cells; HeLa tubulin immunostaining HCS, 24 h; share of cells brighter than vehicle mean+2SD; % tubulin-high responders, % at 10 µM; 200,000 compounds, 0.83% hits;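 active = plate Z-score above 3 for both tubulin-high and condensed-nucleus cell shares, with cell loss under 80%, at 10 µM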;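 note: anti alpha tubulin signal scored within the nucleus-defined area of each cell; some results filed as inactive read as strong as hits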
# ER stress rescue – protection against thapsigargin-triggered cell killing – 384-well, CSM14.1, ATP luminescence, primary screen (AID 1222). CSM14.1 thapsigargin-induced death rescue, ATP luminescence; higher % means a stronger effect. cellular ATP content (survival), % at 20 µM; hits with a dose series show EC50 in µM. 190,000 tested, under 10 active;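 active = EC50 below 50 µM in the dose-response confirmation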;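 note: death triggered by thapsigargin at about 15 µM added after 2 h compound pretreatment; cell ATP read after overnight thapsigargin exposure of roughly 18 to 22 hours; normalized against plate controls of thapsigargin alone and 5% DMSO vehicle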
# b-catenin transl – alters nuclear translocation of beta-catenin in HeLa cells; 190,000 compounds, 0.3% hits; nuclear translocation activity, % at 5 µM; immunofluorescence imaging;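 active = nuclear translocation activity above 50% at 5 µM, with a well cell count of 50 or more; inconclusive = wells under 50 cells across six images, flagged as toxic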;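 note: per-cell ratio of nuclear to cytoplasmic median beta-catenin stain intensity; plate controls were DMSO negative control for no effect and GSK-3 inhibitor IX positive control for full effect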
#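 System: HeLa cells, endogenous beta-catenin; compound dosing: 5 µM primary single dose, 0.1% DMSO, 0.02–20 µM confirmation series; incubation: 24 h compound exposure at 37°C, 5% CO2; signal: beta-catenin immunofluorescence imaging with DAPI; evaluation: % activation, nuclear-to-cytoplasmic median beta-catenin signal ratio per cell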
# Ins promoter up – MIN6 insulin promoter up-regulation; 190,000 compounds, 0.3% hits; z-score at 5 µM; AID 1625; MIN6 insulin promoter-GFP reporter, high-content imaging; active compounds read high;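 active = z-score above 3 at 5 µM with at least 500 cells counted in the well; inconclusive = wells under 500 cells, flagged as cytotoxic or low count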
# Autophagy mod – autophagy modulation, high-content screen; MEF GFP-LC3 puncta imaging; test concentration mostly 10 µM; calls only at 10 µM (by protocol); 190,000 compounds, 0.98% hits;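 active = percentage of spot-positive cells more than 3 SD above its plate mean, without a fluorescence outlier flag or 80% toxicity; inconclusive = no clear call, values can overlap the other calls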;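 note: spot-positive cell cutoff set from DMSO-treated cells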
# M17LAP inhibition – P. falciparum M17LAP inhibitors, primary screen, biochemical, fluorogenic H-Leu-NHMec substrate, 1536-well (AID 1619). 220,000 compounds, 0.38% hits. recombinant M17LAP, H-Leu-NHMec fluorogenic kinetic assay; higher % means a stronger effect. inhibition, % at 30 µM, or IC50 in µM where a hit was titrated;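 active = compound inhibiting the enzyme by more than half at any dose during confirmatory dose-response retesting; inconclusive = strong single-dose inhibitors picked by rank but not retested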;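 note: plate controls were full reaction with DMSO carrier for no effect and no enzyme background for full effect; strong numbers were not always called active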
# P. falciparum M1AAP – malaria alanyl aminopeptidase activity blockers – biochemical, fluorogenic H-Leu-NHMec substrate, 1536-well (AID 1445) | recombinant M1AAP, H-Leu-NHMec fluorogenic kinetic assay; higher % means a stronger effect | one-dose inhibition, % at 30 µM; IC50 in µM for titrated hits | 220,000 compounds, 0.42% hits;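 active = primary inhibition above the hit cutoff, then over 50% inhibition at one or more dose response concentrations, cut at about 23% in these data, passing the limit was not always enough; inconclusive = conflicting primary data, or primary hits not chosen for dose response; inactive = low primary inhibition, or under 50% at every dose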;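 note: plate controls were DMSO full reaction for no effect and no enzyme background for full effect; strong numbers were not always called active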
# K1F lysis inhibition – inhibition of K1F phage lysis, E. coli UTI89, bacterial capsule biogenesis inhibitors, alamar blue (AID 488966) | E. coli UTI89 K1F phage lysis, alamar blue, 2 h; higher % means a stronger effect | inhibition, % at 100 µM; hits with a dose series show IC50 in µM | 340,000 compounds, 0.02% hits;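 active = phage lysis inhibition, versus mean bacterial control, above a set limit; inconclusive = no clear call, values can overlap the other calls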;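 note: capsule biogenesis inhibitors block K1F phage lysis so surviving cells raise fluorescence; higher fluorescence means more inhibition of phage lysis; actives were called in the ten point dose series up to 300 µM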
# Dynein cargo inh – dynein cargo transport inhibition. z-score, hits read low. 3617.4 mouse cells, GR-EGFP nuclear translocation imaging; test concentration mostly 20 µM; stimulated with dexamethasone, 1 µM; active compounds read low. 220,000 compounds, 0.47% hits;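 active = plate z-score of nuclear minus cytoplasmic receptor signal below a set negative limit, without overly bright fluorescence or cell loss, cut at about -3.5 in these data, passing the limit was not always enough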;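 note: z-score of nuclear minus cytoplasmic ring GR-EGFP intensity difference per well; some compounds called inactive have numbers as strong as hits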
#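 Also added – dexamethasone, 1.0 µM final · Buffer or medium – tet-free, stripped-serum medium · Schedule – induction 48 h, compound 1 h, agonist 30 min · Detection – formaldehyde fixation, Hoechst nuclear stain, 10x automated fluorescence imaging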
# Dynein cargo inh cytoplasmic EGFP – also measured in Dynein cargo inh; calls as there; z-score; measured here: cytoplasmic GR-EGFP intensity; active compounds read high
# Dynein cargo inh nuclear GR-EGFP – recorded beside Dynein cargo inh, whose call it bears; z-score; measured here: nuclear GR-EGFP intensity;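 lower value marks the stronger effect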
# Dynein cargo inh cell count – recorded beside Dynein cargo inh, whose call it bears; z-score; measured here: cell count per field
# Ins promoter up cell count – also measured in Ins promoter up; calls as there; cell count; measured here: cytotoxicity, nuclei count;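 total cells summed across four imaged fields per well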
# b-catenin transl cell count 5 µM – also measured in b-catenin transl; calls as there; cell count; measured here: cell count, cytotoxicity flag
# MT stabilize HCS Hoechst-high % – further read-out of MT stabilize HCS, marked with its call; % Hoechst-high responders; measured here: nuclear condensation Hoechst responders;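 share of cells brighter than vehicle mean plus two SD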
# MT stabilize HCS cytotoxicity % – second read-out of MT stabilize HCS, no call of its own (marks repeat the call); toxicity, %; measured here: cytotoxicity by cell density;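 0% = mean cell density of plate MIN control wells and 100% = no cells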
# Autophagy mod cell loss 18 h – also measured in Autophagy mod; calls as there; toxicity, %; measured here: cell loss, nuclei count;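 cell loss after 18 h compound exposure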
# Active calls of the source: *; i = inactive; ? = inconclusive; / = no result given; + = active, no number. Rows were taken by chance (roughly 2.9% active in at least one column).
SMILES,MT stabilize HCS,MT stabilize HCS Hoechst-high %,MT stabilize HCS cytotoxicity %,ER stress rescue,b-catenin transl,b-catenin transl cell count 5 µM,Ins promoter up,Ins promoter up cell count,Autophagy mod,Autophagy mod cell loss 18 h,M17LAP inhibition,P. falciparum M1AAP,K1F lysis inhibition,Dynein cargo inh,Dynein cargo inh cytoplasmic EGFP,Dynein cargo inh nuclear GR-EGFP,Dynein cargo inh cell count
C#CCOCCOCCOCCNc1nc(N2CCN(C(=O)[C@H](C(C)C)n3cc(CCO)nn3)CC2)nc(N2CCN(C(=O)[C@H](C(C)C)n3cc(CCO)nn3)CC2)n1,3.0,3.6,7.9,-3.9%,/,/,1.2,1244,i,20,3%,2%,0.8%,0.4,-0.31,0.57,0.61
N#CC(C(=O)NCCc1ccccc1)c1nc2ccccc2nc1N1CCCCC1 (stereo unspecified),3.0,4.9,13,0.7%,-0.5,980,-0.23,1372,i,44,-21%,1%,0.0%,0.6,1.1,0.31,-0.28
COc1cc(OC)nc(NC(=O)NS(=O)(=O)c2ccccc2Cl)n1,/,/,/,/,0.6,1305,/,/,/,/,15%,8%,-0.2%,-0.27,-0.098,-0.084,-0.14
CCCOc1ccc(C(=O)NC(=S)Nc2nc3ccc(C)cc3s2)cc1,2.8,2.2,6.6,3.3%,-1.5,1430,-0.36,1569,i,1,-5%,-2%,/,0.32,-0.21,0.55,0.23
NC(=O)C1(N2CCCCC2)CCN(C(=O)c2ccc(-n3cnnn3)cc2)CC1,10.0,1.5,11,2.9%,/,/,/,/,i,-2,1%,-4%,3.8%,-1.2,-0.2,-0.25,0.93
Cc1c(OCc2nn[nH]n2)ccc2c3c(c(=O)oc12)CCC(C)C3 (stereo unspecified),3.9,3.6,11,2.0%,-3.1,967,-0.17,1028,i,-7,28%,?,-0.4%,0.067,-0.15,0.39,-0.89
CCOc1ccc(C2Oc3nc(SC)nnc3-c3ccccc3N2C(C)=O)cc1OC (stereo unspecified),4.3,0.9,4.2,/,0.8,1104,2.1,1699,i,14,-16%,12%,-1.2%,-1.3,-0.24,-0.39,1.3
CCc1ccccc1NC(=O)CN(C)Cc1nc(N)nc(Nc2ccccc2C)n1,2.1,1.3,3.3,1.4%,-3.7,978,0.31,1256,i,13,7%,3%,3.4%,-0.44,-0.24,-0.064,0.6
Cc1c(C(=O)NCCC2=CCCCC2)oc2ccc(S(=O)(=O)N3CCOCC3)cc12,6.7,2.0,11,1.1%,-3.7,849,-0.67,609,i,18,-1%,2%,-0.1%,0.042,-0.2,-0.27,0.55
O=C(N1CCOCC1)N1c2ccccc2CC(N2CCOCC2)c2ccccc21 (stereo unspecified),4.1,2.6,2.9,2.7%,-0.2,852,1.8,1158,i,-4,-1%,1%,0.6%,-0.26,-0.22,-0.14,0.82
CC(=O)Nc1sc2c(c1CN1CCN(C)CC1)CCCC2,3.0,2.1,1.3,1.7%,-0.9,1313,-0.33,1589,i,-3,-2%,2%,-0.3%,-0.12,-0.21,-0.21,-0.16
Cn1cc(C(=O)NC2CCCCCCC2)c(=O)c2cc(S(=O)(=O)N3CCCC3)ccc21,3.8,2.0,6.8,/,/,/,-0.82,1249,i,5,8%,1%,-0.2%,-0.84,-0.17,-0.15,0.41
Cc1ccc(C(=O)Nc2ccccc2C(=O)N2CCCCCC2)cc1,/,/,/,/,-5.2,1282,-0.31,1323,/,/,0%,5%,-1.8%,-0.27,-0.28,-0.11,0.67
CCOC(=O)C1(CCCc2ccccc2)CCN(Cc2cn(CC)nc2C)CC1,2.8,2.4,9.9,2.2%,3.6,939,/,/,i,-9,0%,7%,-0.1%,-1.8,-0.23,-0.83,1.2
O=C(NC(=S)NCCC1=CCCCC1)c1ccc(Br)o1,2.6,4.4,6.0,4.5%,-2.2,1111,0.07,1663,i,-1,2%,12%,-0.3%,-0.026,0.22,0.65,-0.61
O=C(NCc1ccccn1)c1ccc(CS(=O)(=O)Cc2ccc(Cl)cc2)o1,2.6,1.6,3.5,0.6%,-4.9,986,-0.2,1324,i,-2,-1%,0%,0.2%,-0.84,-0.27,-0.093,0.55
COc1ccc(-c2cc3ccccc3[nH]2)cc1,/,/,/,/,-1.8,1231,-0.16,1381,/,/,11%,2%,0.3%,-0.012,-0.26,-0.028,0.25
NC(=O)C1=C[C@@H](C2CCCCC2)C[C@@H](OCCCCO)O1,4.0,1.4,5.3,-0.6%,0.5,1135,0.74,1425,i,-9,-2%,7%,1.8%,-1.3,0.4,-0.33,0.17
Cc1ccc(C)c(NC(=O)Cn2c([N+](=O)[O-])cnc2C)c1,3.2,1.9,6.3,1.1%,/,/,/,/,i,4,7%,4%,0.8%,-1.1,-0.22,-0.95,0.4
CCOc1ccccc1NC(=O)CN(C)S(=O)(=O)c1cccc2nsnc12,3.1,2.1,1.7,-2.7%,0.7,961,0.08,870,i,-5,7%,8%,1.9%,-0.36,-0.27,-0.32,0.45
S=C(NCc1cccnc1)Nc1cccc(Cl)c1,2.0,1.3,2.6,3.8%,1.0,1341,-0.2,1579,i,-3,-11%,-4%,1.3%,0.3,-0.2,0.15,0.18
O=C1C(Cl)=C(NCC2CCCO2)C(=O)N1CCc1ccccc1 (stereo unspecified),2.3,1.7,7.8,-0.5%,-0.1,992,-0.32,1633,i,0,10%,0%,3.4%,0.34,-0.22,0.44,-0.12
OCc1cn(-c2ccccc2)nn1,1.8,2.1,3.1,-1.3%,-1.7,1109,-0.81,1378,i,17,-12%,-4%,-1.2%,0.45,-0.27,-0.13,2
Cc1ccc(S(=O)(=O)Nc2nc3ccc(S(=O)(=O)N4CCCC4)cc3s2)cc1,3.2,2.9,2.9,-0.9%,/,/,0.47,1256,i,1,27%,53µM*,2.5%,-0.85,-0.2,-0.2,0.31
Cc1cc(C(=O)NNC(=O)C2CCCC2)c(C)o1,2.2,1.7,3.3,0.3%,-1.1,1113,-0.36,1366,i,15,-4%,1%,0.1%,0.11,-0.24,-0.27,0.57
CC(=O)Nc1ccc(S(=O)(=O)NCc2csc(C)n2)cc1,3.9,2.6,2.5,-2.6%,-1.4,1183,-0.04,1116,i,0,3%,-1%,2.9%,0.92,-0.24,0.45,-0.31
O=C(NCc1cccs1)[C@@H]1CSC2c3ccccc3C(=O)N21 (stereo partly specified),2.2,2.2,1.9,0.0%,-2.9,1036,0.35,1413,i,2,12%,6%,11%,-0.11,-0.23,0.1,0.35
Cc1csc(NC(=O)c2ccc(C(=O)Nc3nc(C)cs3)cc2)n1,/,/,/,/,-2.8,1159,0.18,1512,/,/,-4%,-3%,/,-0.04,-0.21,-0.046,0.42
Cc1cc(NC(=O)NN2CCOCC2)nn1-c1c(Cl)cccc1Cl,/,/,/,/,-3.1,1181,0.28,1340,/,/,-1%,0%,-0.1%,0.33,-0.28,-0.16,0.093
Cc1cc2nc3c(=O)n(CCc4ccccc4)c(=O)[nH]c3nc2cc1N,/,/,/,/,1.5,1293,/,/,/,/,3%,11%,0.1%,2,5.6,2.6,-0.36
O=C1CN(c2nc3ccccc3n3cnnc23)CC(=O)N1CCc1ccccc1,3.2,2.2,6.3,/,-2.3,1130,1.4,1510,/,/,1%,7%,2.0%,-0.44,-0.25,-0.18,0.16
Cc1c(NC(=O)C(C)OC(=O)c2cc(-c3cccc4ccccc34)nc3ccccc23)c(=O)n(-c2ccccc2)n1C (stereo unspecified),2.7,3.3,5.2,8.5%,-1.7,1043,0.53,1483,i,-18,-8%,1%,4.7%,-0.11,-0.19,0.044,-0.037
COc1ccc(-c2nc3ccccc3c(=O)n2CCOc2ccccc2C)cc1,2.5,1.9,6.9,-1.0%,0.9,924,0.56,1437,i,-2,-2%,-2%,0.7%,0.088,-0.29,-0.081,-0.38
Cc1ccc(N2CC(O)=C(c3nc4ccccc4c(=O)[nH]3)C2=N)cc1C,2.6,2.5,4.5,6.1%,0.1,1620,1.4,1671,+,0.7*,-14%,1%,-1.3%,1.6,-0.15,1.1,-1.4
CC(C)(C)S(=O)(=O)/C(C#N)=N/Nc1ccc(Cl)cc1,3.6,0.8,2.0,2.5%,-5.8,1181,-0.38,1153,i,7,13%,8%,-0.2%,-0.077,-0.37,-0.19,0.63
CC(=O)Nc1ccc(NC(=O)CSc2ccccn2)cc1,6.9,1.6,4.1,-8.5%,-1.9,553,0.17,1253,i,4,9%,-1%,0.3%,-0.6,-0.11,-0.37,1.1
